S aureus QS inh – S. aureus quorum sensing inhibitors, primary screen, RNAIII-GFP reporter, flow cytometry. S. aureus RN6390 RNAIII-GFP reporter, AIP-induced, flow cytometry 3 h. inhibition, % at 2 µM. 24,000 compounds, 0.3% hits;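 active = share of bacteria positive for the green fluorescent reporter and its mean brightness both inhibited by 50% or more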;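 note: 0% = AIP-stimulated control and 100% = unstimulated bacteria without AIP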
S aureus QS inh GFP MFI % – recorded beside S aureus QS inh, whose call it bears; inhibition, %; measured here: inhibition of GFP MFI
Numbers without * were called inactive. A portion of the library, so the mix of outcomes need not match the whole.

Values run as follows: S aureus QS inh, S aureus QS inh GFP MFI %
O=c1ccc(S(=O)(=O)N2CCC(Cc3ccccc3)CC2)c[nH]1
    0, -3
CN(C)c1ccc(O)c2c1CC1CC3[C@@H](N(C)C)C(=O)C(C(N)=O)=C(O)[C@]3(O)C(=O)C1=C2O (stereo partly drawn)
    -14, -39
CS(=O)(=O)N(Cc1nc2sc3c(c2c(=O)[nH]1)CCCC3)C1CCCCC1
    0, 0
O=S1(=O)C=C(Oc2ccc(F)cc2)c2ccccc21
    0, 5
CCOC(=O)N1CCN(C(=O)c2ccc3nc4cc(Cl)ccc4c(=O)n3c2)CC1
    1, 5
CCCS(=O)(=O)N1CCC(C(=O)N2CCC(Cc3ccccc3)CC2)CC1
    -4, -3
CCNC(=O)c1sc(=S)n(CC)c1N
    -4, -8
O=C(NCCCN1CCN(c2ccccc2F)CC1)C1CCC(=O)N1C1CCCC1 (stereo not drawn)
    -2, 0
COc1ccccc1N1CCN(C(=O)c2cc3cc(Br)ccc3oc2=O)CC1
    -6, -12
Cc1c(/C(O)=C2/C(=O)C(=O)N(CCN3CCOCC3)C2c2cccs2)cnn1-c1ccccc1 (stereo not drawn)
    0, -2
CCCC(=O)Nc1ccc(NC(=O)C2CC2)cn1
    -1, -71
Cc1onc(-c2c(Cl)cccc2Cl)c1C(=O)NCCCN1CCOCC1
    -1, -2
O=C(O)c1cc2cc(OCc3ccccc3)ccc2[nH]1
    1, 12
Cc1cc(C(=O)N2CCN(c3ncccn3)CC2)cs1
    0, 2
O=C(O)c1ccc(C2SCC(=O)N2Cc2ccccc2)cc1 (stereo not drawn)
    -1, -8
O=C(NC1CCCC1)C(c1cccs1)N(Cc1ccco1)C(=O)Cn1nnc(-c2cccs2)n1 (stereo not drawn)
    4, 4
COc1cccc(NC(=O)CN2CCN(S(=O)(=O)c3ccc(C(C)C)cc3)CC2)c1
    37, 50
CCOC(=O)c1c(COC(=O)c2ccco2)nc2ccccc2[n+]1[O-]
    0, -31
CCOC(=O)CSc1nnc(CNC(=O)c2ccc(OC)cc2OC)n1C
    3, 38
N=c1ncn(CC(O)CN2CCOCC2)c2nc(N3CCOCC3)[nH]c12 (stereo not drawn)
    -1, 0
COc1cc(NC(=O)Cc2nn(C)c(=O)c3ccccc23)cc(OC)c1
    0, 6
c1cncc(-c2nnc3sc(-c4ccco4)nn23)c1
    0, 11
COc1ccc(-c2[nH]c(-c3ccc(F)cc3)nc2SCC(=O)NCc2ccco2)cc1OC
    -5, -11
COc1cccc(CNC(=O)C2CCN(C(=O)N(C)C)CC2)c1
    0, 3
COc1ccc(C(O)Cn2c(=N)n(CCCN(C)C)c3ccccc32)cc1 (stereo not drawn)
    -2, 0
CC1(C)CC(=O)c2cc(OCC(=O)NCC3CCCO3)ccc2O1 (stereo not drawn)
    1, 20
CCn1cc(C(=O)NCc2ccco2)c(=O)c2cc(S(=O)(=O)N3CCCCCC3)ccc21
    -3, -14
Cc1ccc2nc3c(cc(C(=O)NCc4ccccc4)c(=N)n3CCCn3ccnc3)c(=O)n2c1
    -6, -12
CCOC(=O)CNC(=O)c1cn(CC(C)C)c(=O)c2cc(OC)c(OC)cc12
    1, 6
c1ccc2c(c1)c1c3n2CCNC3CCC1 (stereo not drawn)
    0, -1

4 entries drawn at random from the list so far:
Values run as follows: S aureus QS inh, S aureus QS inh GFP MFI %
Cc1c(/C(O)=C2/C(=O)C(=O)N(CCN3CCOCC3)C2c2cccs2)cnn1-c1ccccc1 (stereo not drawn)
    0, -2
N=c1ncn(CC(O)CN2CCOCC2)c2nc(N3CCOCC3)[nH]c12 (stereo not drawn)
    -1, 0
CCOC(=O)c1c(COC(=O)c2ccco2)nc2ccccc2[n+]1[O-]
    0, -31
CCOC(=O)N1CCN(C(=O)c2ccc3nc4cc(Cl)ccc4c(=O)n3c2)CC1
    1, 5

(list continues)
Values run as follows: S aureus QS inh, S aureus QS inh GFP MFI %
CC(C)(C)OC(=O)N1CCN(c2ccc(NC(=O)c3cc4ccccc4oc3=O)cc2)CC1
    -1, -1
Cc1ccc(-n2c(N)c(C(N)=O)sc2=S)c(C)c1
    -6, -14
O=C(CCCn1ncn2c(cc3occc32)c1=O)N1CCc2ccccc2C1
    0, 6
CC(C)=CCSc1nnc(CCNC(=O)OC(C)(C)C)o1
    0, 7
CCc1ccccc1NC1c2ccccc2C(=O)N1c1cc(C)ccn1 (stereo not drawn)
    -9, -25
COc1cc(OC)cc(C(=O)N(CN2CCCC2=O)c2ccccc2OC)c1
    -2, -6
COc1cccc(C=Nc2cc(C)on2)c1O
    -5, -19
O=C1CCCC2=C1C(c1ccncc1)c1c(nc(SCc3ccccc3)[nH]c1=O)N2 (stereo not drawn)
    -1, -4
O=C(Nc1ccc2c(c1)OCCO2)c1ccco1
    -2, -2
Cc1csc(NC(=O)c2ccccc2C(=O)O)n1
    0, -7
Cc1ccc(NC2=NC(c3ccccc3)n3c(nc(C)cc3=O)N2)cc1 (stereo not drawn)
    -2, -6
COCCOC(=O)c1[nH]c2c(c1C)C(=O)C(C(=O)OC)C(C)C2 (stereo not drawn)
    -4, -10
Cc1nnc(SCC(=O)Nc2ccc3c4c(cccc24)CC3)n1C
    0, -5
COc1ccc(C2(C(=O)Nc3c(C)n(C)n(-c4ccccc4)c3=O)CCCC2)cc1OC
    -4, -45
O=C1CCc2cc(S(=O)(=O)N3CCN(C(=O)c4ccco4)CC3)ccc2N1
    -4, -4
CC(NC(=O)COc1ccc(Oc2ccccc2)cc1)C(=O)O (stereo not drawn)
    -2, -2
COc1ccc(NC(=O)C2CCCN2S(=O)(=O)c2ccc3c(c2)CCC(=O)N3)cc1Cl (stereo not drawn)
    2, 5
Cc1ccc(S(=O)(=O)NC(CC(=O)N2CCOCC2)c2ccco2)cc1 (stereo not drawn)
    4, 24
O=C(NCCCN1CCOCC1)c1ccc(CS(=O)(=O)Cc2ccc(Cl)cc2)o1
    0, -3
CC1=C(C(N)=O)C(c2cccnc2)n2nc(-c3cccc(Cl)c3)nc2N1 (stereo not drawn)
    1, -6
Cn1c(=O)cc(SCC(=O)N2CCCC2)c2cc(Cl)ccc21
    0, 16
COc1ccccc1-c1coc2c(CN3CCN(CCO)CC3)c(O)ccc2c1=O
    0, 2
Cc1nn(Cc2c(Cl)cccc2Cl)c(C)c1NC(=O)c1cc(C(C)C)on1
    2, 10
Cn1nc(CC(=O)Nc2ccc(N3CCN(C(=O)OC(C)(C)C)CC3)cc2)c2ccccc2c1=O
    8, 22
CCOC(=O)c1oc2cc(OCC(N)=O)ccc2c(=O)c1-c1ccc(OC)c(OC)c1
    -2, -8
CC(=O)Nc1nonc1NC(=O)CSc1nc2ccccc2o1
    1, 8
CCC1CCCCN1S(=O)(=O)c1ccc(C(=O)Nc2nnc(-c3cccs3)o2)cc1 (stereo not drawn)
    39, 80
CCOc1ccc(OCc2cccc(C(=O)N3CCOCC3)c2)cc1
    0, 0
O=C(CCCCn1c(=O)[nH]c2ccccc2c1=O)NCCc1c[nH]c2ccccc12
    -1, -8
Cn1c(/C(C#N)=C(\O)c2ccc(S(=O)(=O)N3CCCCC3)cc2)nc2ccccc21
    2, -2

Structural class, those above containing a thiophene ring, fused or not
Values run as follows: S aureus QS inh, S aureus QS inh GFP MFI %
CS(=O)(=O)N(Cc1nc2sc3c(c2c(=O)[nH]1)CCCC3)C1CCCCC1
    0, 0
Cc1c(/C(O)=C2/C(=O)C(=O)N(CCN3CCOCC3)C2c2cccs2)cnn1-c1ccccc1 (stereo not drawn)
    0, -2
Cc1cc(C(=O)N2CCN(c3ncccn3)CC2)cs1
    0, 2
O=C(NC1CCCC1)C(c1cccs1)N(Cc1ccco1)C(=O)Cn1nnc(-c2cccs2)n1 (stereo not drawn)
    4, 4
CCC1CCCCN1S(=O)(=O)c1ccc(C(=O)Nc2nnc(-c3cccs3)o2)cc1 (stereo not drawn)
    39, 80

(next part)
Values run as follows: S aureus QS inh, S aureus QS inh GFP MFI %
CCOC(=O)c1[nH]c(C)c(C(=O)NCCCOC(C)C)c1C
    -2, -8
Cc1ccccc1-c1nc(CS(=O)CC(=O)NCc2ccccc2)c(C)o1 (stereo not drawn)
    0, -6
Cn1nc(C(=O)NC2CCCCCC2)ccc1=O
    -3, -7
COc1ccc(C(=O)N2CCN(C3CCCCC3)CC2)c(OC)c1
    0, -5
Cn1c(=NC(=O)CSCC(=O)N2CCCCC2)sc2ccccc21
    0, -1
Cc1oc(-c2ccc(Cl)cc2)cc1-c1nn2c(-c3ccoc3C)nnc2s1
    -1, 64
CCN(CC)C(C(=O)Nc1ccc2c(c1)OCO2)c1ccccc1 (stereo not drawn)
    -8, -12
Cc1ccc(Cn2nnnc2CN2CCC(O)(c3ccccc3F)CC2)cc1
    0, 0
COc1ccccc1C(=O)NC(C)C(c1cccs1)N1CCN(C)CC1 (stereo not drawn)
    0, 18
CCOC(=O)c1ccccc1NC(=O)Cn1cnc2c(oc3ccccc32)c1=O
    2, 1
CSc1ccc(CNc2ccccn2)cc1
    -2, 2
Cc1cccc(C(=O)CC(=O)c2cc(Cl)ccc2O)c1
    11, 25
CCn1c(C(=O)NCCCc2ccccc2)cc2sccc21
    10, -1
Nc1nc(CSc2nnnn2-c2ccc(F)c(Cl)c2)nc(N2CCOCC2)n1
    -7, -20
CCC(C)NC(=O)CSc1nc2n[nH]c(C)c2c(=N)n1-c1ccc(OC)cc1 (stereo not drawn)
    0, 17
CCN(CC)CCCN1C(=O)CSC1c1ccc2c(c1)OCO2 (stereo not drawn)
    -2, -4
CC(C)Oc1cccc(-c2cc(C(=O)N3CCN(S(C)(=O)=O)CC3)c3ccccc3n2)c1
    14, 24
CC(=O)c1ccc(NC(=O)C2CCN(S(=O)(=O)c3cccc4cccnc34)CC2)cc1
    -1, 0
O=C(Nc1ccc2c(c1)OCCO2)C1CCCN(S(=O)(=O)c2cnc[nH]2)C1 (stereo not drawn)
    -2, 1
COC(=O)c1ccc(C2C(C#N)=C(C)NC3=C2C(=O)CC(C)(C)C3)cc1 (stereo not drawn)
    0, -1
COc1ccccc1OCCOCCn1cnc2ccccc2c1=O
    -5, -14
O=C(Nc1ccc2c(c1)OCCO2)NC1CCCCC1
    0, -3
Cc1cc(C(=O)N2CCN(c3ccccc3)CC2)no1
    -3, -18
Cc1nc2ccccn2c1P(=O)(N1CCCCC1)N1CCCCC1
    -3, -44
O=C(C(Cc1ccccc1)n1cccc1)N1CCN(c2ncccn2)CC1 (stereo not drawn)
    6, 12
CCCC(=O)NCCCc1nc2ccccc2n1CCC
    -6, -70
Cc1ccc2oc(=O)c3cnn(CC(=O)N4CCCc5ccccc54)c3c2c1
    -3, -21
CCN(CC)CCCNC(=O)C1c2ccccc2C(=O)N1Cc1ccc(C)cc1 (stereo not drawn)
    1, 25
CCOC(=O)CSc1nc(C)c(C(=O)OCC)s1
    -1, -3
C1CCC2=NCCCN2CC1
    -1, 6
Cc1ccc(C)c(Cn2c(=O)n(CCC(=O)NCc3ccco3)c(=O)c3sccc32)c1
    2, 4
Cc1cccc(-c2nsc(SCC(=O)N3CCCC3)n2)c1
    -2, -39
CCC(C)NC(=O)C1c2ccccc2C(=O)N1Cc1cc(OC)ccc1OC (stereo not drawn)
    -3, -7
O=C(NCCc1ccccc1)C1CCN(S(=O)(=O)c2cccc3nsnc23)CC1
    0, 17
CCOC(=O)c1c(-c2ccc(C)o2)csc1NC(=O)CN1CCN(CC)CC1
    0, 2
COc1cc(-n2c(C)nc3cc(C(=O)NCc4ccco4)ccc32)cc(OC)c1OC
    -2, 0
COc1ccc(-c2noc(C3CCCN(C(=O)CCc4ccccc4)C3)n2)cc1 (stereo not drawn)
    -16, -32
COc1ccc(NC(=O)CSc2nnc(Cc3cccn3C)n2-c2ccc(C)cc2)cc1OC
    -6, -16
O=C(Nc1nccs1)C1CC(=O)N(c2ccccc2Cl)C1 (stereo not drawn)
    -2, -5
CCOC(=O)CC(=O)CSc1ccc2nnc(-c3cccc(F)c3)n2n1
    -2, 0
CCCSc1nnc(Cc2cc(=O)[nH]c(=O)[nH]2)n1-c1cc(C)ccc1C
    -1, -13
CCCCOC(=O)Nc1nccs1
    0, 24
CCOC(=O)c1c(C)c(C(=O)N2CCN(C(=O)c3ccco3)CC2)c(C)n1C
    -2, -14
CCOC(=O)CSc1nc2ccccc2c(=O)n1CCCCCC(=O)NCc1ccco1
    -1, 0
COc1ccc(Cn2c(SCC(=O)NCc3ccco3)nc3ccsc3c2=O)cc1
    -1, 12
Fc1ccc(-c2cc(C(F)(F)F)nc(-n3cncn3)n2)cc1
    -1, -2
CN(CC(=O)N1CCc2ccccc21)S(=O)(=O)c1cccc2cccnc12
    -1, 1
CSc1nc(N2CCOCC2)c2c(c1C#N)CCCCC2
    0, -11
CCOC(=O)c1ccc(N2C(=O)C3CC=CCC3C2=O)cc1 (stereo not drawn)
    -2, -4
O=C(NCCO)c1scc2c1OCCO2
    0, -18
COc1cc([C@@H]2c3cc4c(cc3[C@H](O)[C@H]3COC(=O)[C@H]23)OCO4)cc(OC)c1OC
    2, 13
CCN1C(=C2C(=O)c3ccccc3C2=O)C=Cc2ccccc21
    0, 4
Cc1n[nH]c(C)c1S(=O)(=O)N1CCC(C(=O)O)CC1
    2, 7
COc1cccc(-n2nc(C(=O)O)c3ccccc3c2=O)c1
    -3, -52
CCOC(=O)c1ccc(CC(=O)c2oc3cc(O)ccc3c2C)o1
    0, 1
CC(C)Cc1cc(C(=O)NCc2cccs2)no1
    -8, -8
COc1ccc(NC(=O)CCn2cccc2)cc1
    -5, -11
COc1ccc(-c2noc(COc3ccc(Cl)c(C)c3)n2)cc1
    0, -2
CC(=O)NCCn1c(SCC(=O)NCc2ccco2)nc2ccccc2c1=O
    -2, -5
CCn1cc(C2=NOC(C(=O)O)C2)c(C)n1 (stereo not drawn)
    -5, -6
Cc1noc(COc2ccccc2OCC(O)CNC(C)(C)C)n1 (stereo not drawn)
    0, 1
O=C(NC1CCN(Cc2nnnn2CCc2ccccc2)CC1)c1ccccc1F
    0, 11
CC12CN3CC(C)(CN(C1)C3c1ccc(Br)cc1)C2 (stereo not drawn)
    1, 3

Screening data (PubChem)
